bCat nuc transl: alters nuclear translocation of beta-catenin in HeLa cells; immunofluorescence imaging; nuclear translocation activity, % at 5 µM; AID 1665; 190,000 tested, 0.3% active;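 active = nuclear translocation activity above 50% at 5 µM, with a well cell count of 50 or more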;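 also: per-cell ratio of nuclear to cytoplasmic median beta-catenin stain intensity; plate controls were DMSO negative control for no effect and GSK-3 inhibitor IX positive control for full effect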
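Test system: human HeLa cells, endogenous beta-catenin. Times: 24 h compound exposure, 37°C. Measured by: beta-catenin immunofluorescence imaging with DAPI.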
MT stabilizer: microtubule stabilizers in HeLa cells. % tubulin-high responders, % at 10 µM. HeLa tubulin immunostaining HCS, 24 h; share of cells brighter than vehicle mean+2SD. 200,000 tested, 0.83% active;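 active = plate Z-score above 3 for both tubulin-high and condensed-nucleus cell shares, with cell loss under 80%, at 10 µM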;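 also: anti alpha tubulin signal scored within the nucleus-defined area of each cell; some results filed as inactive read as strong as hits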
Dynein cargo inh: blocks dynein driven cargo transport along microtubules | 3617.4 mouse cells, GR-EGFP nuclear translocation imaging; test concentration mostly 20 µM; stimulated with dexamethasone, 1 µM; hits give low values | z-score, hits read low | 220,000 tested, 0.47% active;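 active = plate z-score of nuclear minus cytoplasmic receptor signal below a set negative limit, without overly bright fluorescence or cell loss, cut at about -3.5 in these data, passing the limit was not always enough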;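 also: z-score of nuclear minus cytoplasmic ring GR-EGFP intensity difference per well; some compounds called inactive have numbers as strong as hits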
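Buffer or medium – tet-free medium with charcoal-stripped serum · Signal – automated 10x imaging of fixed Hoechst-stained cells · Also added – dexamethasone agonist, 1.0 µM final, for 30 min · Incubation – induction 48 h, compound 1 h, agonist 30 min · Read-out – GR-EGFP nuclear translocation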
Hep lipid drop: modulators of hepatic lipid droplet formation; AML12 mouse hepatocytes, oleate lipid droplets, BODIPY imaging; inhibition, % at 6.5 µM; 240,000 tested, 0.4% active; AID 1656;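 active = lipid droplet intensity inhibited by at least 50%, with more than 500 cells counted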
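Assay system: AML12 hepatocytes (mouse); Probe or stimulus: oleic acid at 100 µM to induce lipid droplet formation; Dosing: compound at 6.5 µM only; Schedule: compound with oleate, overnight; Detection: fluorescence imaging, 20x objective, two fields per well; Measure: % inhibition of lipid droplet signal.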
ER stress rescue: rescue of cells from ER stress-induced death, primary screen, 384-well, CSM14.1, thapsigargin, ATP luminescence (AID 1222); CSM14.1 thapsigargin-induced death rescue, ATP luminescence; higher % means a stronger effect; one-dose cellular ATP content (survival), % at 20 µM; EC50 in µM for titrated hits; 190,000 tested, under 10 active;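 active = EC50 below 50 µM in the dose-response confirmation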;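 also: death triggered by thapsigargin at about 15 µM added after 2 h compound pretreatment; cell ATP read after overnight thapsigargin exposure of roughly 18 to 22 hours; normalized against plate controls of thapsigargin alone and 5% DMSO vehicle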
Autophagy HCS: modulators of autophagy; calls only at 10 µM (by protocol); MEF GFP-LC3 puncta imaging; test concentration mostly 10 µM; 190,000 tested, 0.98% active;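 active = percentage of spot-positive cells more than 3 SD above its plate mean, without a fluorescence outlier flag or 80% toxicity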;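 also: spot-positive cell cutoff set from DMSO-treated cells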
Insulin prom up: MIN6 insulin promoter up-regulation; MIN6 insulin promoter-GFP reporter, high-content imaging; hits give high values; z-score at 5 µM; 190,000 tested, 0.3% active; AID 1625;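 active = z-score above 3 at 5 µM with at least 500 cells counted in the well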
XIAP antagonists: XIAP antagonists, biochemical, IAP family, fluorescence polarization (AID 1018); XIAP BIR domain, fluorescence polarization peptide displacement; higher % means a stronger effect; one-dose displacement, % at 20 µM; IC50 in µM for titrated hits; 200,000 tested, 0.007% active; in the data active = displacement above about 50%; also: a part of the inactive calls stands beside numbers as strong as those of hits
WT yeast gro inh: growth inhibition of WT yeast, mitochondrial fusion screen; AID 1362; mitochondrial fusion phenotypic screen, WT strain; inhibition, % at 10 µM; 190,000 tested, 2.1% active; in the data active = inhibition above about 58%; tested in S. cerevisiae
WT yeast gro inh mutant strain: further read-out of WT yeast gro inh, marked with its call; inhibition, %; mitochondrial fusion phenotypic screen, mutant strain inhibition
Dynein cargo inh cytoplasmic EGFP: also measured in Dynein cargo inh; calls as there; z-score; measured here: cytoplasmic GR-EGFP intensity; hits give high values
Dynein cargo inh nuclear GR-EGFP: also measured in Dynein cargo inh; calls as there; z-score; measured here: nuclear GR-EGFP intensity;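 lower value marks the stronger effect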
Dynein cargo inh cell count: recorded beside Dynein cargo inh, whose call it bears; z-score; measured here: cell count per field
Insulin prom up cell count: second read-out of Insulin prom up, no call of its own (marks repeat the call); cell count; measured here: cytotoxicity, nuclei count;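 total cells summed across four imaged fields per well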
Hep lipid drop cells 6.5 µM: further read-out of Hep lipid drop, marked with its call; cell count; measured here: cell count, cytotoxicity flag;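 cells counted across two imaged fields per well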
bCat nuc transl cell count 5 µM: recorded beside bCat nuc transl, whose call it bears; cell count; measured here: cell count, cytotoxicity flag
MT stabilizer Hoechst-high %: second read-out of MT stabilizer, no call of its own (marks repeat the call); % Hoechst-high responders; measured here: nuclear condensation Hoechst responders;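 share of cells brighter than vehicle mean plus two SD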
MT stabilizer cytotoxicity %: further read-out of MT stabilizer, marked with its call; toxicity, %; measured here: cytotoxicity by cell density;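 0% = mean cell density of plate MIN control wells and 100% = no cells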
Autophagy HCS cell loss 18 h: second read-out of Autophagy HCS, no call of its own (marks repeat the call); toxicity, %; measured here: cell loss, nuclei count;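 cell loss after 18 h compound exposure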
The depositor's hits bear a star; i = inactive; . = no result given; + = active, no number.

SMILES	bCat nuc transl	bCat nuc transl cell count 5 µM	MT stabilizer	MT stabilizer Hoechst-high %	MT stabilizer cytotoxicity %	Dynein cargo inh	Dynein cargo inh cytoplasmic EGFP	Dynein cargo inh nuclear GR-EGFP	Dynein cargo inh cell count	Hep lipid drop	Hep lipid drop cells 6.5 µM	ER stress rescue	Autophagy HCS	Autophagy HCS cell loss 18 h	Insulin prom up	Insulin prom up cell count	XIAP antagonists	WT yeast gro inh	WT yeast gro inh mutant strain
CS(=O)(=O)N(Cc1ccccc1)c1ccc(C(=O)NCc2cccnc2)cc1	-5.8	1229	2.0	1.7	1.2	-0.436	-0.168	-0.127	0.973	-11.0	792	-2.1%	i	-8.7	-0.12	965	0.8%	.	.
Cc1cccc(NC(=O)CSc2ccc(-c3cccs3)nn2)c1C	-1.2	1186	3.1	3.2	8.2	1.79	-0.244	1.8	-1.84	-1.9	704	1.6%	i	0.9	0.35	1422	-7.6%	-2.8	-21.4
O=C(COc1ccccc1)Nc1nnc(C23CC4CC(CC(C4)C2)C3)s1	0.1	549	2.5	3.1	6.2	-0.52	-0.249	0.667	-0.0618	10.8	715	-3.0%	i	-1.7	0.74	1178	-19.8%	-8.9	-9.4
COc1ccc(NC(=O)CCCCn2c(=O)[nH]c3ccccc3c2=O)cc1	-1.1	800	4.5	3.9	8.6	-0.282	-0.196	0.0671	0.197	.	.	-0.2%	i	2.1	0.8	1377	-6.9%	-6.4	-1.5
CC(O)(C#CCN1CCCC1)c1ccccc1 (stereo not drawn)	-1.0	1126	5.2	2.8	5.2	1.4	-0.136	0.626	-2.22	.	.	0.0%	i	-15.1	0.15	1031	-13.7%	-1.1	16.4
CC1=C(C(=O)OCc2ccccc2)C(c2ccc(N(C)C)cc2)NC(=O)N1 (stereo not drawn)	-1.6	1181	2.1	2.3	3.0	-0.787	1.84	0.159	0.658	-3.4	728	0.9%	i	-7.3	0.36	1182	-10.8%	-13.3	4.9
CCCCn1c2nc3ccccc3nc2c2c(=O)n(-c3ccccc3)cnc21	-0.3	538	4.6	2.1	0.7	2.14	0.424	2.62	-1.83	9.4	784	3.3%	i	1.1	-0.74	1311	-6.7%	28.0	5.3
COc1cc(C(NC=O)C(=O)Nc2c(C)cccc2C)ccc1O (stereo not drawn)	-0.2	1264	.	.	.	-0.447	-0.26	-0.236	0.353	-6.8	752	.	.	.	-1.16	1416	.	.	.
COC(=O)c1nn2c(C(F)(F)F)cc(-c3ccc(Br)o3)nc2c1Br	-7.8	1046	6.5	2.5	15.0	1.63	0.0781	1.09	-2.27	.	.	-0.4%	+	57.3*	0.23	1237	-5.6%	.	.
Cn1nc(-c2ccc(NCCO)c([N+](=O)[O-])c2)c2ccccc2c1=O	-0.2	969	4.5	1.9	12.5	0.561	-0.235	1.12	-1.05	-15.0	581	-1.3%	i	12.9	-1.11	1539	-2.8%	-0.8	-13.0
O=[N+]([O-])c1ccc(O)c(/C=N/Nc2ccccc2Cl)c1	-0.6	1097	2.4	1.0	5.8	-0.209	-0.31	-0.409	0.0797	6.6	700	-2.0%	i	3.4	-0.76	1228	-4.9%	21.3	40.0
COCCCNC(=O)C(=O)NC1CCCCC1C (stereo not drawn)	-3.2	1091	2.1	1.5	11.3	-0.801	-0.286	-0.418	0.901	20.7	639	-0.4%	i	17.1	-0.32	1610	6.0%	4.6	0.1
Cc1ccccc1NC(=O)CSCCN1C(=O)c2ccccc2C1=O	2.3	1068	4.8	2.5	2.5	0.403	-0.259	0.337	0.584	-16.7	695	-0.3%	i	23.8	0.86	1470	-7.6%	0.7	8.0
CC1(C)Cc2c(C#N)c(N)n(-c3ccccc3)c(=S)c2CO1	0.2	1299	.	.	.	0.156	-0.256	0.208	-0.0236	1.6	661	.	.	.	-0.19	1045	.	.	.
COC(=O)CSc1nnc(CNc2ccc(Cl)cc2)n1Cc1ccccc1	-5.3	924	5.8	3.1	6.1	-0.185	-0.319	-0.154	0.272	.	.	0.6%	i	-12.9	-0.54	1584	0.3%	6.2	23.1
N#Cc1cn(Cc2ccncc2)c(=O)[nH]c1=O	-4.9	1108	4.2	1.7	11.3	4	0.168	2.87	-2.16	7.9	697	0.4%	i	-36.0	0.05	1511	-3.7%	1.8	13.2
N#C/C(=C\c1c(N2CCCCCC2)nc2ccccn2c1=O)C(=O)NC1CCS(=O)(=O)C1 (stereo not drawn)	1.8	539	2.2	4.9	13.3	2.11	-0.204	0.794	-1.49	27.7	560	0.8%	i	-6.0	-0.55	1225	-3.5%	-7.7	-17.5
CCCn1c(CCC(=O)Nc2ccccc2Cc2ccccc2)nc2cc(S(=O)(=O)N3CCOCC3)ccc21	.	.	4.4	2.3	6.8	-0.545	-0.29	-0.328	1.38	-0.6	724	0.1%	i	9.5	0.33	911	-10.0%	-9.3	-3.2
C/C(=N\Nc1ncc(Cl)cc1Cl)c1ccc(S(=O)(=O)NCc2ccco2)cc1	-1.2	952	5.7	2.4	11.9	0.404	-0.203	0.261	-0.303	-1.9	622	-0.4%	i	21.3	0.03	1307	-4.5%	14.3	2.7
Cc1ccc(-c2csc(NC(=O)N3CCOCC3)n2)cc1	0.3	1483	1.8	1.4	10.9	-0.665	-0.252	-0.581	0.771	-0.4	727	-0.9%	i	-10.2	-0.16	1317	-5.3%	4.8	-16.2
COc1ccc(N2CCN(c3nc4c(c(=O)n(C)c(=O)n4C)n3Cc3ccccc3)CC2)cc1	-4.5	1157	2.4	1.9	0.0	-0.687	1.72	0.0923	0.774	10.5	746	3.6%	i	-1.0	-2.65	1103	-2.0%	-0.6	-0.7
CCOc1ccccc1C(=O)NN1C(=O)C2CCCCC2C1=O (stereo not drawn)	.	.	2.4	3.0	3.3	-0.641	-0.289	-0.272	0.305	6.7	716	0.3%	i	1.4	-0.07	1172	-3.1%	-11.6	-3.8
N#Cc1ccc(NC(=O)Nc2ccc(Oc3ccc(NC(=O)Nc4ccc(C#N)cc4)cc3)cc2)cc1	-1.5	1109	.	.	.	-0.134	-0.254	-0.132	0.192	-2.9	669	.	.	.	-2.35	975	.	.	.
CCOC(=O)N1CCN(c2c(NC3CCN(Cc4ccccc4)CC3)c(=O)c2=O)CC1	.	.	2.7	4.7	7.6	-0.925	-0.162	-0.338	0.309	.	.	-1.8%	i	-5.3	-0.1	957	-4.2%	-8.5	2.0
COc1ccccc1NC(=O)CCc1c(C)[nH]c(=O)c(C#N)c1C	-0.5	1412	3.8	3.2	6.0	-0.59	-0.22	-0.0909	0.152	.	.	0.2%	i	18.1	0.4	1423	-6.6%	6.9	14.1
CCCC(c1nnnn1CCc1ccccc1)N1CCC(C(N)=O)CC1 (stereo not drawn)	-3.2	1219	2.5	1.1	4.0	-0.766	-0.234	-0.0815	-0.29	1.9	804	-1.0%	i	-10.5	0.3	1099	0.8%	2.6	13.1
COC(=O)c1[nH]c2cc(OC)ccc2c1NC(=O)c1ccc2c(c1)OCO2	-1.6	1378	4.0	2.2	6.8	-0.413	-0.257	-0.149	0.39	.	.	-0.9%	i	-0.2	0.31	1474	-3.4%	-16.9	-27.7
COc1cc(/C=C/C(=O)NC(C)CCc2ccccc2)cc(OC)c1OC (stereo not drawn)	-0.5	998	2.4	1.7	1.3	2.91	-0.253	1.14	-1.42	5.2	718	-2.5%	i	-4.8	0.12	1231	-3.5%	13.4	-17.8
CC(=O)c1ccc(N2CCN(S(=O)(=O)c3cccc(S(=O)(=O)N4CCOCC4)c3)CC2)cc1	-5.8	1187	1.3	1.6	8.7	0.305	0.162	0.557	-1.35	-14.3	746	-1.5%	i	4.7	0.64	746	-14.0%	5.6	-0.5
O=C(NC1CCCCC1)C1CCN(S(=O)(=O)N2CCOCC2)CC1	-0.4	1362	5.8	2.3	6.3	1.24	-0.324	1.06	-0.806	.	.	-1.6%	i	-5.9	-0.43	1504	-1.3%	5.5	-1.9
CCc1ccc(NC(=O)CSc2nc3ccsc3c(=O)n2CCCCCC(=O)O)cc1	-3.0	1098	4.1	2.7	7.1	2.4	-0.225	0.458	-2.22	-7.7	720	-2.2%	i	-0.8	-0.51	1230	-6.5%	-9.5	-4.9
CCN1C(=O)/C(=C/c2ccc(N3CCCC3)cc2)NC1=S	-2.0	985	2.2	3.2	9.6	-2.1	17.6	0.733	-0.88	64.8*	676*	0.3%	+	-6.0*	15.8*	1026*	-2.3%	35.9	19.2
CC(=O)c1c(OC(=O)c2ccccc2Br)ccc2c(C)cc(=O)oc12	-0.9	886	2.5	2.3	7.4	-1.12	-0.295	-1	0.939	-23.0	604	-0.1%	i	-0.8	0.28	1279	-9.2%	8.5	-10.6
Cc1ccc(OCCC(=O)OCC(=O)N2c3ccccc3CC2C)cc1 (stereo not drawn)	-1.3	1011	4.7	2.3	9.3	-0.467	-0.156	-0.0126	0.0922	14.5	676	-1.7%	i	10.0	1.48	1902	-6.9%	-0.9	-2.9

2 entries picked at random from those above, as already listed:
SMILES	bCat nuc transl	bCat nuc transl cell count 5 µM	MT stabilizer	MT stabilizer Hoechst-high %	MT stabilizer cytotoxicity %	Dynein cargo inh	Dynein cargo inh cytoplasmic EGFP	Dynein cargo inh nuclear GR-EGFP	Dynein cargo inh cell count	Hep lipid drop	Hep lipid drop cells 6.5 µM	ER stress rescue	Autophagy HCS	Autophagy HCS cell loss 18 h	Insulin prom up	Insulin prom up cell count	XIAP antagonists	WT yeast gro inh	WT yeast gro inh mutant strain
COc1cc(C(NC=O)C(=O)Nc2c(C)cccc2C)ccc1O (stereo not drawn)	-0.2	1264	.	.	.	-0.447	-0.26	-0.236	0.353	-6.8	752	.	.	.	-1.16	1416	.	.	.
CCOC(=O)N1CCN(c2c(NC3CCN(Cc4ccccc4)CC3)c(=O)c2=O)CC1	.	.	2.7	4.7	7.6	-0.925	-0.162	-0.338	0.309	.	.	-1.8%	i	-5.3	-0.1	957	-4.2%	-8.5	2.0

Screening results from PubChem.
